Xi reactivation = activators of inactive X chromosome reactivation, primary screen, imaging, XiGFP fibroblasts, GFP high-content imaging, set 2. XiGFP mouse fibroblasts, % GFP-positive cells imaging, 3 d; cells co-treated with 5-aza-dC sensitizer; scaled so ellipticine positive control = 100%. activation, % at 7.58 µM. 360,000 tested, 0.055% active;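 active = mean normalized replicate activation at least 10% and every replicate at or above 10%; inconclusive = only one of the two criteria met; inactive = mean below 10% and not all replicates reach 10%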;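 also: 0% = median of on-plate neutral control wells and 100% = ellipticine 6 µM median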
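Assay system – SV40-immortalized XiGFP fibroblast cells, line 68-5-11 · Buffer or medium – DMEM supplemented with 5-aza-dC as sensitizing agent · Dosing – one concentration, pinned · Benchmarks – positive control ellipticine, 6 µM final · Times – 3 days compound exposure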
E-selectin induc = E-selectin induction in HUVECs, primary screen, imaging, HUVEC, immunofluorescence imaging, single point; P16581; normalized: neutral wells 0, TNF-alpha wells 100; activation, % at 7.58 µM; 260,000 tested, 0.37% active; AID 686992, 2013;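 active = mean E-selectin-positive cell signal at least 10% of the positive control, reached in at least 60% of replicates, without over 20% cell loss; inconclusive = no rule given, readout overlaps actives, possibly toxicity-flagged; inactive = the rest, including those meeting only one limit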;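 also: in these data hits start at about 27%; measured in HUVEC primary endothelial cells; signal is the percent of cells scored E-selectin positive by PE staining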
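Read-out basis: % PE-positive cells; Test system: HUVEC primary endothelial cells; Technique: immunofluorescence imaging; Dosing: single-point compound dose.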
S100A4 MyoIIA = inhibitors of S100A4-myosin IIA peptide binding, primary screen, biochemical, fluorescence polarization, TAMRA-MyoIIA peptide. Protein S100-A4 (Homo sapiens), P26447. inhibition, % at 10.7 µM. 360,000 tested, 0.14% active. AID 652163, 2013;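 active = mean inhibition of at least 70% across replicates, with every replicate also reaching that level; inconclusive = mean inhibition reaches 70% but some replicates fall short; inactive = mean inhibition below 70%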
Target sequence (P26447 whole entry, looked up): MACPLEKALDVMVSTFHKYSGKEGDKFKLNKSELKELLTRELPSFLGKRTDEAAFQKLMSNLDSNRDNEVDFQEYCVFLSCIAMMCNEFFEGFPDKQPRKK
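Material: human S100A4 monomer with TAMRA-labelled myosin IIA peptide; buffer or medium: HEPES pH 7.2 with CaCl2, KCl, NaCl, DTT, Triton; compound dosing: one concentration per compound; schedule: 5 min incubation before reading; benchmarks: neutral control DMSO, positive control TFP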
ERp5 block = inhibitors of ERp5-driven insulin aggregation, primary screen, biochemical, turbidity, absorbance 650 nm, single point | Protein disulfide-isomerase A6 (Homo sapiens), Q15084 | 90 min | inhibition, % at 9.99 µM | 350,000 tested, 0.05% active | AID 651711, 2012;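 active = mean replicate inhibition above about 25%, with every replicate also reaching it, limit read from the data, passing the limit was not always enough; inconclusive = only one of those two criteria met; inactive = neither criterion met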
RAD52 anneal inh = RAD52 DNA annealing inhibitors, primary screen, biochemical, FRET, single point, set 2; 360,000 tested, 0.46% active; recombinant RAD52 DNA annealing, FRET fluorescence; DNA repair protein RAD52 homolog (Homo sapiens), P43351; AID 651710, 2012; inhibition, % at 18.7 µM;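 active = every replicate showing at least 50% inhibition; inconclusive = mean inhibition at least 50% but not in every replicate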
RAD54 branch = inhibitors of human RAD54 branch migration, primary screen, biochemical, fluorescence, single point. DNA repair and recombination protein RAD54-like (Homo sapiens), Q92698. RAD54 Holliday junction branch migration, FAM/BHQ fluorescence. inhibition, % at 10.4 µM. 360,000 tested, 0.14% active. AID 602329, 2012;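 active = mean normalized replicate activity at least 40 and at least half of replicates scoring 40 or more; inconclusive = only one of the two criteria met; inactive = mean below 40 and under half of replicates reaching 40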;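 also: 0% = median of neutral control wells and 100% = median of positive control wells; inhibitors cause a drop in the FAM fluorescence signal; in these data hits start at about 50%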
esBAF inh = Bmi1 luciferase reporter increase in mESCs, primary screen, esBAF inhibitor project, mouse ES cells, Bmi1 luciferase knock-in, single point. 24 h; 100% = twice the neutral-well signal. reporter increase, % at 12.5 µM. 350,000 tested, 2% active; in the data active = activation above about 40%; inconclusive = no clear call, values can overlap the other calls;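 also: 0% = median of the plate's neutral control wells and 100% = double that signal; a rise in the Bmi1 reporter signal indicates esBAF inhibition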
ERAP1 HTS inh = human ERAP1 aminopeptidase inhibitors, primary screen, biochemical, single point, plate reader. recombinant ERAP1, Leu-AMC fluorescence, 60 min. AID 652197, 2013. inhibition, % at 10.7 µM. 340,000 tested, 0.15% active;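 active = mean replicate inhibition of at least 30%, or all replicates individually reaching that 30% level; inactive = mean below 30% and not every replicate reaching it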;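 also: 0% = neutral control wells and 100% = L-leucinethiol positive control wells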
Target sequence (Q9NZ08 whole entry, looked up): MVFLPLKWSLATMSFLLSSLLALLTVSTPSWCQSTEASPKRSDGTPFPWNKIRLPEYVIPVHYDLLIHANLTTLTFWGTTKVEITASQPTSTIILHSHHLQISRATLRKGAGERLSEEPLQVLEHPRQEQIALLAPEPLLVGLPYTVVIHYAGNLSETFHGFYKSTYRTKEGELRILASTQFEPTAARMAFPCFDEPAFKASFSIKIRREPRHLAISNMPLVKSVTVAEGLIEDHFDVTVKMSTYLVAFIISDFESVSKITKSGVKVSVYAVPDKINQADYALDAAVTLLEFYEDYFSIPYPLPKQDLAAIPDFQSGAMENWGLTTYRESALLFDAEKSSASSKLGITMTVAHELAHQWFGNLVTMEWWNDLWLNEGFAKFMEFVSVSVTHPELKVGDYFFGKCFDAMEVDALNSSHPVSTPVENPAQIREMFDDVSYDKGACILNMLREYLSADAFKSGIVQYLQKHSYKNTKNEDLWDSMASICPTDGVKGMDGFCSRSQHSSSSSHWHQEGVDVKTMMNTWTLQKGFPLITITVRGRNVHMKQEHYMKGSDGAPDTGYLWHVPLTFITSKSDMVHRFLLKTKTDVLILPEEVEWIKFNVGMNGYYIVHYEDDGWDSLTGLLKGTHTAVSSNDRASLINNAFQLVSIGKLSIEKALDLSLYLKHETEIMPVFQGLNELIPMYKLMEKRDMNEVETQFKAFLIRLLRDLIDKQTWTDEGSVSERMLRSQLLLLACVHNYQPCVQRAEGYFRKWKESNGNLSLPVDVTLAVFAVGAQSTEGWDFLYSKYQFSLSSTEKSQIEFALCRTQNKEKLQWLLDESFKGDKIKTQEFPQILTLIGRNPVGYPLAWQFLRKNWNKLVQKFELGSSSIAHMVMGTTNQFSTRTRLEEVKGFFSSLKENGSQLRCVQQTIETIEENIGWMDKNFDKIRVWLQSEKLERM
An asterisk follows results filed as active; ? = inconclusive; nt = no result given; & = joins results of further samples. Compounds as they come; about 2.5% have a hit in one of these screens.

SMILES	Xi reactivation	E-selectin induc	S100A4 MyoIIA	ERp5 block	RAD52 anneal inh	RAD54 branch	esBAF inh	ERAP1 HTS inh
C[C@@H]1C(=O)N(c2ccccc2)[C@@H]1c1ccncc1	0.0	-1.2	-8	-3	-24	-26	0	nt
COCC(=O)N1CC2(CCN(Cc3ccc(Cl)cc3)CC2)c2c([nH]c3cc(OC)ccc23)[C@H]1CO	0.1	0.2	4	4	8	nt	nt	-1
Cn1c(N)c(C(=O)COC(=O)c2cc(C(F)(F)F)nc3ccccc23)c(=O)n(C)c1=O	-0.1	0.0	12	4	-33	nt	nt	-2
CCCCn1c(N)c(N(CCC(C)C)C(=O)c2cc(Cl)nc3ccccc23)c(=O)[nH]c1=O	0.0	nt	6	-1	-16	4	0	1
Cc1cccc(NC(=O)c2sc3ncn(CC(=O)N4CCN(c5ccccn5)CC4)c(=O)c3c2C)c1	0.1	nt	-3	-2	-23	0	4	3
C[C@@H]1CCCCO[C@@H](CN(C)Cc2ccccc2)[C@@H](C)CN([C@@H](C)CO)C(=O)c2cc(N(C)C)ccc2O1	0.0	0.0	-1	0	7	-10	1	1
COC(=O)C(CC(=O)O)NCc1ccco1 (configuration not stated)	0.4	nt	-9	-5	-13	-4	-5	-4
COc1ccc(-n2cc(-c3ccccc3)c3c(=O)[nH]cnc32)cc1	0.0	-0.3	1	3	-14	5	nt	0
CCC(=O)Nc1cc(C(F)(F)F)ccc1N1CCCC1	0.0	-0.4	0	-2	5	nt	nt	3
COc1ccc2c(=O)cc(-c3ccccc3F)oc2c1	0.0	-0.2	8	-4	-8	-4	?	3
Cc1ccc2nc(Cl)c(/C=C/C(=O)c3ccco3)cc2c1	0.0	nt	-5	nt	-16	nt	50*	2
C[C@@H]1CN([C@H](C)CO)C(=O)c2cccc(NS(=O)(=O)c3cn(C)cn3)c2O[C@H]1CN(C)Cc1ccc(C(=O)Nc2ccccc2N)cc1	-0.8	nt	3	-3	-13	nt	nt	1
O=C1[C@H](Cc2ccccc2)NCCCC[C@H](c2ccco2)N1Cc1ccccc1	-0.2	-0.2	-9	5	-8	-10	-8	-5
COc1ccccc1CNC(=O)C1CCCN(S(=O)(=O)c2ccc3c(c2)CC(C)N3C(C)=O)C1 (configuration not stated)	0.1	-0.2	-2	6	-8	0	2	-1
Cc1ccc(-c2ccc([C@H]3[C@@H](CO)N4CCCCN(Cc5cncnc5)C[C@H]34)cc2)cc1	0.0	-0.4	2	-3	21	12	nt	-1
CC1C(=NO)C(C)C(c2ccc(N(C)C)cc2)NC1c1ccc(N(C)C)cc1 (configuration not stated)	nt	nt	-11	-5	-4	4	6	2
CCCNC(=S)N1CCC(NC(=O)c2cccc(C)c2)CC1	0.1	nt	-3	4	-10	1	-3	-2
O=C(Nc1cccc(-n2cccn2)c1)C1CCCN(Cc2ccc(C#CCCO)cc2)C1 (configuration not stated)	-0.1	0.4	0	-10	-33	-5	nt	-4
COc1ccc(S(=O)(=O)N(C)C[C@H]2OCCCC[C@H](C)Oc3ccc(NC(=O)Nc4cccc5ccccc45)cc3C(=O)N([C@H](C)CO)C[C@H]2C)cc1	0.2	9.0	15	2	-9	-7	4	-5
CCOc1ccc(Br)cc1C(=S)N1CCCC1	0.2	0.0	-2	2	0	-11	-3	nt
C[C@H]1CN([C@@H](C)CO)C(=O)c2cc(-c3ccccc3F)cnc2O[C@H]1CN(C)C(=O)C1CCOCC1	0.0&0.1	-3.4&0.0	-2&4	5&0	-15&-2	6&-3	-3&3&-6	4
CC(NC(=O)c1ccccc1Cl)C(=O)NCc1cccs1 (configuration not stated)	0.0	0.6	3	-2	-14	-6	1	3
COc1ccc(OCC(=O)NCC(c2ccc(OC)cc2)N2CCCCC2)cc1 (configuration not stated)	0.0	nt	0	-3	-13	-1	-6	-1
CC1(C)CC(=O)C/C(=N\NC(=S)NCc2ccccc2)C1	0.3	nt	-10	7	-13	nt	nt	-1
CC(=O)C1CCC2C3CCC4=CC(=O)CCC4(C)C3(F)C(O)CC12C (configuration not stated)	1.6	0.2	-3	4	-7	-3	nt	4

The list goes on:
SMILES	Xi reactivation	E-selectin induc	S100A4 MyoIIA	ERp5 block	RAD52 anneal inh	RAD54 branch	esBAF inh	ERAP1 HTS inh
N#CC1=C2N=C(N)c3ccccc3N2C2=C(C(=O)CCC2)C1c1ccc(Cl)cc1 (configuration not stated)	0.4	-0.1	-1	6	-31	-6	32	nt
Cc1nc(Cl)c(C#N)c2c1CCCC2	1.1	-0.1	-5	-2	-15	-11	-3	nt
CCOc1ccccc1N(CC(=O)NCCOC)C(=O)CCC(=O)Nc1ccccn1	0.2	nt	6	-2	-12	-1	-4	5
CS(=O)(=O)Nc1ccc2c(c1)[C@H]1C[C@H](CC(=O)O)O[C@H](CO)[C@H]1O2	0.1	-0.1	-7	0	5	nt	nt	1
CCOc1ccc(NC(=O)c2ccc(F)cc2F)cc1	0.0	11	-3	3	-3	7	24	-1
CC(C)NC(=O)Nc1ccc2c(c1)C(=O)N([C@H](C)CO)C[C@H](C)[C@@H](CN(C)Cc1ccc3c(c1)OCO3)O2	0.0	-0.8	-29	7	3	15	5	0
CCCNC(=O)C1(C)CCN(C(=O)c2cc(C(C)(C)C)nn2C)C1 (configuration not stated)	0.0	0.4	-2	0	-3	-5	1	-3
COc1ccc(C2=C(Nc3ccccc3)c3ccccc3C2=O)cc1	0.0	nt	2	-2	-9	nt	nt	-2
CCCCCCSc1cccc(-c2nc3ccc(C)cn3c2NC2CCCCC2)c1	0.0	-0.1	-13	2	-11	6	2	2
CO[C@@H]1CN(C)C(=O)c2cc(NC(=O)c3nc4ccccc4s3)ccc2OC[C@H](C)N(Cc2ccncc2)C[C@@H]1C	0.3	-0.2	37	1	8	1	13	2
O=C(c1ccc(OC2CCN(Cc3ccccn3)CC2)cc1)N1CCCCO1	0.0	5.4	-2	-2	4	-12	8	-2
Cc1ccc(NC(=O)c2ccc3c(c2)C(=O)N(CC2CCCO2)C3=O)cc1C (configuration not stated)	0.0	nt	3	1	-9	nt	nt	-1
CO[C@H]1CN(C)C(=O)c2ccc(NS(=O)(=O)CC(F)(F)F)cc2OC[C@H](C)N(Cc2ccccn2)C[C@@H]1C	0.3	-0.1	8	0	-34	-5	-2	2
Cc1cccc(C(=O)Nc2ccc(C(=O)N/N=C/c3ccc4c(c3)OCO4)cc2)c1	0.0	nt	-1	1	-13	-4	1	1
CC(=O)N1CCCc2cc(S(=O)(=O)N(CC(C)C)CC(C)C)ccc21	nt	nt	-2	-4	-9	-8	nt	8
O=c1c(Br)c(Br)cnn1-c1ccccc1	2.9	-3.7	3	2	-2	nt	nt	-3
O=C(CN1CC(=O)Nc2ccccc21)Nc1ccc(F)c(F)c1	0.2	0.7	-4	9	-33	nt	nt	4
COCC(=O)N(C)[C@H]1C[C@H]2c3[nH]c4ccccc4c3CCN2C(=O)[C@H]1[C@H](C)O	0.0	nt	2	-6	-140	-11	-10	-2
O=C(NN1CCOCC1)c1cc(-c2ccncc2)nc2ccccc12	0.0	-0.3	-1	-17	-14	nt	nt	1
Cn1c(CC(=O)NNC(=O)c2ccccc2F)nc2ccccc21	0.9	nt	-4	10	-4	-5	-4	0
CCC(C)N1CCC2(CC1)N=c1c(c3c4c5c(C)c(O)c3c(O)c1=NC(=O)C(C)=CC=C[C@H](C)[C@H](O)[C@@H](C)[C@@H](O)[C@@H](C)[C@H](OC(C)=O)[C@H](C)[C@@H](OC)C=CO[C@@](C)(O5)C4=O)N2 (some centres not stated)	0.0	0.0	0	-3	14	-12	-4	0
Cc1cccc(NC(=O)COC(=O)c2cccc(S(=O)(=O)N3CCCCCC3)c2)c1	0.2	1.2	-1	1	-12	4	0	-6
c1csc(CNc2nc(NCC3CCCCC3)c3sccc3n2)c1	0.0	nt	0	6	-1	-2	3	0
O=C(C1CCC1)N1CCN(S(=O)(=O)c2ccc([N+](=O)[O-])cc2)CC1	-0.1	nt	-1	-16	3	-2	-1	5
CCCNC(=O)C[C@H]1C[C@H]2c3cc(NS(=O)(=O)c4ccc(OC)cc4)ccc3O[C@H]2[C@@H](CO)O1	-0.1	-0.3	nt	nt	nt	-2	0	nt

Carrying on:
SMILES	Xi reactivation	E-selectin induc	S100A4 MyoIIA	ERp5 block	RAD52 anneal inh	RAD54 branch	esBAF inh	ERAP1 HTS inh
CC1CCCCC1NC(=O)COC(=O)c1ccc2c(c1)NC(=O)CS2 (configuration not stated)	0.1	0.6	3	0	-10	1	-6	1
COc1ccc(NC(=O)Nc2ccc3c(c2)CC(=O)N([C@H](C)CO)C[C@@H](C)[C@@H](CN(C)C(=O)Nc2ccc(F)cc2)O3)cc1	-0.3	-0.5	-5	0	17	2	-3	3
O=C(NC1CCCCC1)c1cccc(S(=O)(=O)N2CCCCC2)c1	0.1	nt	0	1	4	8	7	3
CCOC(=O)N1CCN(C2CC(=O)N(c3ccccc3)C2=O)CC1 (configuration not stated)	nt	nt	44	-3	-9	1	-6	4
COCC(=O)NC[C@@H]1[C@H](c2ccc(-c3ccccc3)cc2)[C@@H](CO)N1C(C)=O	0.0	0.4	0	12	5	-4	-2	0
O=C1c2ccccc2[C@@H]2C[C@@H](O)[C@H](Nc3cccc4ccccc34)CCN12	-0.1	1.2	-3	2	-17	4	-4	3
CN1CCN(c2ccc(C(CC(N)=O)NC(=O)Cc3cccc4ccccc34)cc2[N+](=O)[O-])CC1 (configuration not stated)	-0.1	0.1	2	5	56*	0	-3	nt
Cc1ccc(N(C(=O)Cc2cccs2)C(C(=O)NCC2CCCO2)c2ccncc2)cc1 (configuration not stated)	0.0	nt	1	-3	-19	-3	16	-2
O=C(C1CCOCC1)N1CC2(C1)[C@H](c1ccccc1)[C@H](CO)N2C(=O)CC1CC1	0.1	0.0	-9	1	-5	nt	nt	-1
Cc1ccc(S(=O)(=O)N(C)C[C@@H]2Oc3ncc(-c4cccc(C(F)(F)F)c4)cc3C(=O)N([C@H](C)CO)C[C@@H]2C)cc1	0.1	0.2	1	-1	17	-6	5	-6
CCC/C(=C1/c2ccccc2C(=O)N1c1ccccc1)c1ccc(C=O)o1	0.0	0.8	-9	9	-69	nt	nt	1
COc1ccccc1S(=O)(=O)Nc1ccc2c(c1)OC[C@H](C)NC[C@H](C)[C@@H](OC)CN(C)C2=O	0.2	0.0	0	nt	-4	nt	nt	0
CCCNC(=O)C1CC(c2ccc(C(F)(F)F)cc2)=NO1 (configuration not stated)	0.0	-0.1	5	0	-5	-5	35	-2

Assay outcomes deposited in PubChem by Broad Institute.
